Screening results (PubChem BioAssay)
A3A deaminase: inhibitors of human APOBEC3A DNA deaminase; P31941; recombinant A3A, FAM/TAMRA ssDNA deamination fluorescence; inhibition, % at 20 µM; actives 0.41% (n = 330,000);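 active = at least 40% inhibition at 20 µM here, with at most 30% in a related deaminase screen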;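 also: plate controls were A3A with DMSO for no effect and wells lacking A3A enzyme for full effect; some results filed as inactive read as strong as hits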
Target sequence (P31941 whole entry, looked up): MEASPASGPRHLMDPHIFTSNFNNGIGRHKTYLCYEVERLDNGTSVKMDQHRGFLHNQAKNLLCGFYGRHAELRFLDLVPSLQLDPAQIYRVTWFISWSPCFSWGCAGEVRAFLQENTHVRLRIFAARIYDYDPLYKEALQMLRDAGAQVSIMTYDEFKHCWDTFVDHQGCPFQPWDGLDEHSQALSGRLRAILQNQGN
mIAP activ: mouse IAP activation; muIAP, CDP-Star luminescence, 30 min; stronger effect = higher value; 1 = vehicle-only enzyme signal, 0 = enzyme-free wells; activation factor at 10 µM; actives 0.24% (n = 330,000); AID 2805;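 active = activation factor of at least 2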; also: the source names both 10 and 20 µM as test concentration; values of inactives mirror those of a sister screen read the other way
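System: Mouse IAP enzyme | Also added: CDP-Star substrate | Dosing: Compounds dispensed in DMSO | Schedule: 30 min enzyme-substrate-compound incubation at room temperature | Technique: Chemiluminescence readout | Control set: DMSO-only wells and no-enzyme negative control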
NR3A LBD binder: modulators (binders) of human NR3A ligand-binding domain; NR3A LBD differential scanning fluorimetry, Tm shift; 0% = protein alone, 100% = glycine-bound protein; Tm shift relative to glycine control, % at 25 µM; actives 2.5% (n = 340,000);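 active = melting temperature shift of at least 10% of the positive control shift, at one fixed dose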
mIAP inh: mouse IAP inhibition; purified mouse IAP, CDP-Star luminescence, 30 min; inhibition, % at 10 µM; actives 0.2% (n = 330,000); AID 2806;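 active = inhibition of at least 40% at 10 µM in the primary screen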;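 also: plate controls were DMSO with enzyme for no effect and no enzyme wells for full effect; values of inactives mirror those of a sister screen read the other way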
beta cell repl: inducers of beta-cell replication in MIN6 cells. AID 2380. MIN6 cells proliferation, ATPlite luminescence, 48 h; cells starved in 0.2% serum; 100% = growth in 10% serum. proliferation, % at 10 µM. actives 0.29% (n = 330,000);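 active = compounds whose signal lies at least 3.5 SD above the mean of all wells on their plate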;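 also: 0% = DMSO-treated cells in low-serum medium and 100% = 10% serum control; some compounds called inactive have numbers as strong as hits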
MPTP block: inhibitors of mitochondrial permeability transition pore | isolated mouse mitochondria, Ca2+ swelling absorbance, 30 min | inhibition, % at 10 µM | actives 1.4% (n = 360,000) | AID 602449;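 active = inhibition of 50% or more, scaled per plate between neutral and stimulator controls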;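 also: 0% = DMSO wells given calcium and 100% = 1 mM EGTA wells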
hIAP act: increases human intestinal alkaline phosphatase activity. activation factor at 10 µM. purified human IAP, CDP-Star luminescence, 30 min; stronger effect = higher value; 1 = vehicle-only enzyme, 0 = enzyme-free background. actives 0.16% (n = 330,000);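 active = activation factor of the enzyme at least 2-fold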; also: the source names both 10 and 20 µM as test concentration; values of inactives mirror those of a sister screen read the other way
Target sequence (P09923 whole entry, looked up): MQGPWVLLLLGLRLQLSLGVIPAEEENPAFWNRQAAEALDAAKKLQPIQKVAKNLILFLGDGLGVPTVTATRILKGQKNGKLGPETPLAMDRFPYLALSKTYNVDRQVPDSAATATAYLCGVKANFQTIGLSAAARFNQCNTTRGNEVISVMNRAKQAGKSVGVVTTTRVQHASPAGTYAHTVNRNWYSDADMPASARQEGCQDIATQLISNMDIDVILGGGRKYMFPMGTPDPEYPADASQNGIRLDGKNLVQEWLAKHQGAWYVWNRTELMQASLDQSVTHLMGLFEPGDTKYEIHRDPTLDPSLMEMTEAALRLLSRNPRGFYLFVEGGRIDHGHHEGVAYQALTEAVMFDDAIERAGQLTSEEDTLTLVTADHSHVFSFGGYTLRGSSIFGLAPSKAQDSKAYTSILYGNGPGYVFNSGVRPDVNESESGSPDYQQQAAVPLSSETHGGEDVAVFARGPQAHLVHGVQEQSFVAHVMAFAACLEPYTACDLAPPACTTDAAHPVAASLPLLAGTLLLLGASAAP
hIAP block: blocks human intestinal alkaline phosphatase; P09923; purified IAP, CDP-Star luminescence, 30 min; inhibition, % at 10 µM; actives 0.12% (n = 330,000);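 active = inhibition reaching a set limit with compound at 10 µM in the primary screen, cut at about 35% in these data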;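 also: plate controls were DMSO wells with enzyme for no effect and no-enzyme buffer wells for full effect; values of inactives mirror those of a sister screen read the other way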
A3G deaminase: APOBEC3G (human) deaminase inhibition; Q9HC16; recombinant A3G, ssDNA deamination FAM/TAMRA fluorescence; inhibition, % at 20 µM; actives 0.28% (n = 330,000); AID 493012;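 active = inhibition of at least 40% at 20 µM, with no more than 30% in the related APOBEC3A deaminase screen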;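 also: plate controls were DMSO wells with A3G for no effect and wells lacking A3G enzyme for full effect; some compounds called inactive have numbers as strong as hits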
Numbers without * were called inactive.

How did CC1CCN(CC(=O)Nc2cc(C(F)(F)F)ccc2Cl)CC1 do in these assays?
A3A deaminase: -4; mIAP activ: 0.95; NR3A LBD binder: 3; mIAP inh: 5; beta cell repl: 0; MPTP block: -0.1; hIAP act: 1; hIAP block: -5; A3G deaminase: -7

What do the screens show for `COc1ccc(C(C(=O)NC(C)(C)C)N(CCc2ccc(OC)c(OC)c2)C(=O)CCC(=O)Nc2cc(C)on2)cc1` (centres undefined)?
A3A deaminase: 3; mIAP activ: 0.98; NR3A LBD binder: 1; mIAP inh: 2; beta cell repl: 0; MPTP block: -1.9; hIAP act: 1; hIAP block: -4; A3G deaminase: -6

How did Cc1cccc2c1-c1sc(C(=O)Nc3cccnc3)cc1CO2 do in these assays?
A3A deaminase: -6; mIAP activ: 1; NR3A LBD binder: 18*; mIAP inh: -2; beta cell repl: 4; MPTP block: -0.4; hIAP act: 0.98; hIAP block: 2; A3G deaminase: -6

Results for Fc1ccc(-c2[nH]ncc2CN(CC2CCC2)CC2CCCO2)c(F)c1 (centres undefined) ?
A3A deaminase: -3; mIAP activ: 1; NR3A LBD binder: -1; mIAP inh: -2; beta cell repl: -4; MPTP block: 0.8; hIAP act: 1.1; hIAP block: -10; A3G deaminase: -4

Results for Oc1nc(Nc2cccc(Cl)c2)sc1/C=C1\C=Nc2ccccc21 ?
A3A deaminase: -1; mIAP activ: 0.95; NR3A LBD binder: 37*; mIAP inh: 5; beta cell repl: 0; MPTP block: 33; hIAP act: 0.99; hIAP block: 1; A3G deaminase: -1

What do the screens show for `CCSc1nnc(NC(=O)CSc2nnc(C)c(=O)n2N)s1`?
A3A deaminase: -5; mIAP activ: 1; NR3A LBD binder: 0; mIAP inh: 0; beta cell repl: 0; MPTP block: 0.2; hIAP act: 1.1; hIAP block: -12; A3G deaminase: -9

How did Cn1cccc1Cc1nnc(SCC(=O)NC2CCCC2)n1CCc1ccccc1 do in these assays?
A3A deaminase: -5; mIAP activ: 0.94; NR3A LBD binder: 0; mIAP inh: 6; beta cell repl: -4; MPTP block: -2.8; hIAP act: 1; hIAP block: -3; A3G deaminase: -7

Results for CC(C)(C)c1ccc(OC(=O)Nc2ccc(O)c(C(=O)O)c2)cc1 ?
A3A deaminase: 2; mIAP activ: 0.99; NR3A LBD binder: -16; mIAP inh: 0; beta cell repl: -2; MPTP block: 2.4; hIAP act: 0.92; hIAP block: 8; A3G deaminase: 1

How did C/C(N)=C(/C#N)C(=O)COC(=O)CNS(=O)(=O)c1ccc(C)cc1 do in these assays?
A3A deaminase: -1; mIAP activ: 1; NR3A LBD binder: -1; mIAP inh: -1; beta cell repl: -2; MPTP block: -1.0; hIAP act: 1.4; hIAP block: -37; A3G deaminase: -3

What do the screens show for `CC(=O)c1c(C)n(-c2ccccc2)c2ccc(O)cc12`?
A3A deaminase: 3; mIAP activ: 1.2; NR3A LBD binder: -2; mIAP inh: -21; beta cell repl: 6; MPTP block: 2.9; hIAP act: 0.94; hIAP block: 6; A3G deaminase: 7

Results for COc1ccc(CC(=O)NNS(=O)(=O)c2cccc([N+](=O)[O-])c2)cc1OC ?
A3A deaminase: -2; mIAP activ: 0.92; NR3A LBD binder: 0; mIAP inh: 8; beta cell repl: 0; MPTP block: -2.0; hIAP act: 1; hIAP block: -4; A3G deaminase: -7

How did CCc1ccccc1N1C(=O)C2CC=CCC2C1=O (centres undefined) do in these assays?
A3A deaminase: 0; mIAP activ: 0.94; NR3A LBD binder: 1; mIAP inh: 6; beta cell repl: 4; MPTP block: -6.2; hIAP act: 1.1; hIAP block: -7; A3G deaminase: -3

What do the screens show for `COCCNS(=O)(=O)c1ccc2c(c1)C(=O)c1cc(S(=O)(=O)NCCOC)ccc1-2`?
A3A deaminase: -2; mIAP activ: 1.1; NR3A LBD binder: 2; mIAP inh: -6; beta cell repl: -1; MPTP block: -2.2; hIAP act: 0.87; hIAP block: 13; A3G deaminase: -4

Results for CC(C)(C)c1ccc(C2CC2C(=O)N/N=C\c2ccc[nH]2)cc1 (centres undefined) ?
A3A deaminase: 0; mIAP activ: 0.72; NR3A LBD binder: -3; mIAP inh: 28; beta cell repl: -6; MPTP block: 105*; hIAP act: 1; hIAP block: -3; A3G deaminase: 0

What do the screens show for `CCOc1ccc(CC(=O)NCc2cn3c(C)csc3n2)cc1`?
A3A deaminase: -1; mIAP activ: 1.1; NR3A LBD binder: 0; mIAP inh: -6; beta cell repl: -3; MPTP block: -0.4; hIAP act: 1.1; hIAP block: -10; A3G deaminase: -2

What do the screens show for `Clc1ccc(Cl)c(OCc2cc(-c3ccccc3Cl)on2)c1`?
A3A deaminase: 2; mIAP activ: 0.98; NR3A LBD binder: 1; mIAP inh: 2; beta cell repl: -3; MPTP block: -3.9; hIAP act: 0.82; hIAP block: 18; A3G deaminase: 1

What do the screens show for `CCOc1nc(OCC)nc(N2CCC(C)CC2)n1`?
A3A deaminase: -3; mIAP activ: 0.99; NR3A LBD binder: 0; mIAP inh: 0; beta cell repl: 1; MPTP block: -3.2; hIAP act: 0.9; hIAP block: 10; A3G deaminase: -5

Results for COc1ccc(C2/C=C\CN(C(=O)C3CCCC3)[C@H](Cc3ccccc3)C(=O)N2Cc2ccc(F)cc2)cc1 (some centres undefined) ?
A3A deaminase: -8; mIAP activ: 0.92; NR3A LBD binder: 6; mIAP inh: 8; beta cell repl: -9; MPTP block: 3.1; hIAP act: 0.97; hIAP block: 3; A3G deaminase: -11

How did CCC(=O)NCCc1c[nH]c2ccccc12 do in these assays?
A3A deaminase: -1; mIAP activ: 0.97; NR3A LBD binder: -2; mIAP inh: 3; beta cell repl: -1; MPTP block: -2.3; hIAP act: 0.93; hIAP block: 7; A3G deaminase: -1

How did CCOC(=O)c1[nH]c2ccc(OC)cc2c1NC(=O)CN1CCc2ccccc2C1 do in these assays?
A3A deaminase: 1; mIAP activ: 0.98; NR3A LBD binder: -15; mIAP inh: 2; beta cell repl: 4; MPTP block: -1.4; hIAP act: 1.1; hIAP block: -6; A3G deaminase: -3

Results for COC(=O)[C@]1(C)N[C@H](CN(C)S(=O)(=O)c2ccc(F)cc2)[C@@H]2C(=O)N(Cc3ccccc3)C(=O)[C@@H]21 ?
A3A deaminase: -1; mIAP activ: 1; NR3A LBD binder: 1; mIAP inh: -2; beta cell repl: -3; MPTP block: -0.4; hIAP act: 0.93; hIAP block: 7; A3G deaminase: -2

What do the screens show for `O=C(O)c1cc(O)ccc1-c1ccc(O)cc1`?
A3A deaminase: 1; mIAP activ: 0.99; NR3A LBD binder: -1; mIAP inh: 1; beta cell repl: -1; MPTP block: 1.5; hIAP act: 1.1; hIAP block: -10; A3G deaminase: 0

How did O=C(O)C1CCCCC1C(=O)Nc1ccccn1 (centres undefined) do in these assays?
A3A deaminase: -2; mIAP activ: 1; NR3A LBD binder: 1; mIAP inh: -1; beta cell repl: 0; MPTP block: -0.5; hIAP act: 0.94; hIAP block: 6; A3G deaminase: -3

Results for Cc1cc(CNCc2c(C(=O)N3CCCCCCC3)nc3ccc(Cl)cn23)nn1C ?
A3A deaminase: 3; mIAP activ: 1; NR3A LBD binder: -1; mIAP inh: -4; beta cell repl: 6; MPTP block: -2.5; hIAP act: 1; hIAP block: -1; A3G deaminase: -12

What do the screens show for `CC1CCN(CC(O)COCCC23CC4CC(CC(C4)C2)C3)CC1` (centres undefined)?
A3A deaminase: -2; mIAP activ: 0.95; NR3A LBD binder: -1; mIAP inh: 5; beta cell repl: -3; MPTP block: 2.1; hIAP act: 1.1; hIAP block: -8; A3G deaminase: -4

Results for CCOC(=O)c1nnc(-c2ccccc2)[nH]c1=O ?
A3A deaminase: -3; mIAP activ: 0.94; NR3A LBD binder: 0; mIAP inh: 6; beta cell repl: -1; MPTP block: -2.2; hIAP act: 0.91; hIAP block: 9; A3G deaminase: -3

Results for COc1ccc(NC(=O)C2CC(c3cc(OC)c(OC)c(OC)c3)=NO2)cc1OC (centres undefined) ?
A3A deaminase: 3; mIAP activ: 1; NR3A LBD binder: 8; mIAP inh: -3; beta cell repl: -2; MPTP block: 2.6; hIAP act: 0.93; hIAP block: 7; A3G deaminase: -2

Results for CCOc1ccccc1N1CCN(C(=S)NCc2ccc(Cl)cc2)CC1 ?
A3A deaminase: 10; mIAP activ: 1.3; NR3A LBD binder: 2; mIAP inh: -33; beta cell repl: -4; MPTP block: -0.7; hIAP act: 0.96; hIAP block: 4; A3G deaminase: -2

What do the screens show for `CC1Cc2ccccc2N1Cc1cccc([N+](=O)[O-])c1` (centres undefined)?
A3A deaminase: 6; mIAP activ: 0.97; NR3A LBD binder: 1; mIAP inh: 3; beta cell repl: -2; MPTP block: 1.4; hIAP act: 1.1; hIAP block: -5; A3G deaminase: 2

What do the screens show for `Cc1ccccc1Nc1nnc(SCc2nc3ccccc3c(=O)[nH]2)s1`?
A3A deaminase: 5; mIAP activ: 0.94; mIAP inh: 6; beta cell repl: -1; hIAP act: 1; hIAP block: -2; A3G deaminase: 0

Overlap with the part before: 3 compounds; new compounds follow.
Results for CCOc1ccccc1N1CCN(C(=S)NCc2ccc(Cl)cc2)CC1 ?
A3A deaminase: 10; mIAP activ: 1.3; NR3A LBD binder: 2; mIAP inh: -33; beta cell repl: -4; MPTP block: -0.7; hIAP act: 0.96; hIAP block: 4; A3G deaminase: -2

What do the screens show for `CC1Cc2ccccc2N1Cc1cccc([N+](=O)[O-])c1` (centres undefined)?
A3A deaminase: 6; mIAP activ: 0.97; NR3A LBD binder: 1; mIAP inh: 3; beta cell repl: -2; MPTP block: 1.4; hIAP act: 1.1; hIAP block: -5; A3G deaminase: 2

What do the screens show for `Cc1ccccc1Nc1nnc(SCc2nc3ccccc3c(=O)[nH]2)s1`?
A3A deaminase: 5; mIAP activ: 0.94; mIAP inh: 6; beta cell repl: -1; hIAP act: 1; hIAP block: -2; A3G deaminase: 0

How did Cc1ccc2nc(SCC(=O)c3c[nH]c4ccccc34)[nH]c2c1 do in these assays?
A3A deaminase: 1; mIAP activ: 0.93; NR3A LBD binder: 15*; mIAP inh: 7; beta cell repl: -3; MPTP block: -0.3; hIAP act: 1.3; hIAP block: -33; A3G deaminase: -5

How did Cc1cccc(CCNS(=O)(=O)c2ccc(S(=O)(=O)NC3CCCC3)cc2)c1 do in these assays?
A3A deaminase: -4; mIAP activ: 0.9; NR3A LBD binder: -5; mIAP inh: 10; beta cell repl: -4; MPTP block: 24; hIAP act: 1.2; hIAP block: -23; A3G deaminase: -5

Results for COc1cc2[nH]c3c(OC)ncnc3c2cc1OC ?
A3A deaminase: -2; mIAP activ: 1; NR3A LBD binder: -1; mIAP inh: 0; beta cell repl: -2; MPTP block: -1.0; hIAP act: 1.1; hIAP block: -9; A3G deaminase: -9

Results for Cc1ccc(-c2cccc(NC(=O)C3C4C=CC(C4)C3C(=O)O)c2)o1 (centres undefined) ?
A3A deaminase: -3; mIAP activ: 1; NR3A LBD binder: 1; mIAP inh: -4; beta cell repl: -2; MPTP block: 0.2; hIAP act: 0.93; hIAP block: 7; A3G deaminase: -1

What do the screens show for `COCc1[nH]nc2c1C(c1sccc1C)C(C#N)=C(N)O2` (centres undefined)?
A3A deaminase: -4; mIAP activ: 1; NR3A LBD binder: 1; mIAP inh: 0; beta cell repl: 0; MPTP block: 1.8; hIAP act: 0.94; hIAP block: 6; A3G deaminase: -8

What do the screens show for `O=C(NNC(=S)Nc1ccc(Br)cc1)c1cccnc1`?
A3A deaminase: -5; mIAP activ: 0.94; NR3A LBD binder: -7; mIAP inh: 6; beta cell repl: 0; MPTP block: -0.1; hIAP act: 1.8; hIAP block: -75; A3G deaminase: -5
